# Screening data deposited in PubChem BioAssay by Broad Institute.
# miR122 inh: miR-122 inhibition in Huh7 cells. Huh7 miR-122 Renilla luciferase sensor, 48 h; neutral wells = 0, positive control = 100. activation (reporter increase), % at 12.5 µM. hit rate 0.3% among 340,000;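 active means mean replicate activation score at least 90 and every replicate individually at or above 90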;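 further: higher luciferase means less miR-122 activity so hits act as miR-122 inhibitors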
# FN deposition inh: fibronectin deposition inhibition; AH1F fibroblasts, Alexa488-fibronectin deposition fluorescence, overnight; inhibition, % at 12.6 µM; hit rate 0.086% among 350,000; AID 743247;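 active means mean inhibition across replicates of 30% or more, regardless of how many single replicates reach that level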;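 further: positive control wells lacked labelled fibronectin entirely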
#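 Measured by – fluorescence 485/525 nm · System – AH1F fibroblast monolayer, labelled fibronectin deposition · Amount – 10000 cells per well · Buffer or medium – serum-reduced DMEM (2% serum) · Doses – single dose, pinned · Also added – fluorescent fibronectin at 24 nM final · Schedule – 1 h cell attachment, overnight exposure to compound and label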
# F508del corr: correctors of CFTR F508del function in bronchial epithelial cells | CFBE cells, YFP halide quenching; stimulated with forskolin plus potentiator P3; % fluorescence drop versus neutral controls | activity (quench increase), % at 7.58 µM | hit rate 0.36% among 350,000 | AID 720511;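 active means mean added fluorescence quench of at least 8% versus neutral control, with both replicates also reaching 8%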;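 further: cells transiently co-express mutant CFTR-F508del with the halide-sensitive YFP; corrector assay measuring rescue of mutant channel to the surface after 24 h compound exposure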
# Cneo AK release: Cryptococcus neoformans lysis via adenylate kinase release; lysis activity, % at 15 µM; hit rate 0.2% among 360,000; C. neoformans lysis, adenylate kinase release luminescence, 4 h; normalised: neutral wells 0, clomiphene wells 100;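 active means mean lysis activity across replicates of at least 80%, whatever share of replicates individually reach that level; inactive means mean lysis activity below 80%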
#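 Assay system: log-phase C. neoformans yeast / Quantity: yeast cell density of 5 × 10^6 cells/mL / Medium: fresh YPD growth medium / Compound: single dose / Timing: static 4 h at 37 °C with compound, 1 h detection / Measured by: adenylate kinase release luminescence / Read-out: lysis from increased AK signal / Benchmarks: Clomiphene as positive lysis control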
# INS-1E GSIS act: primary screen for activators of insulin secretion dependent on glucose, INS-1E cells, GLuc reporter luminescence. INS-1E GLuc reporter insulin secretion, 2-3 h. AID 743287. activation, % at 16.6 µM. hit rate 0.61% among 370,000;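 active means lowest replicate activation of at least 40%, so every replicate reaches that level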;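 further: 0% = median of neutral control wells and 100% = median of IBMX positive control wells; some compounds called inactive have numbers as strong as hits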
# Statin myotox sup: protects C2C12 myotubes from simvastatin toxicity | ATP luminescence, 48 h; scaled: DMSO 0, geranylgeraniol control 100 | rescue of ATP level, % at 7.49 µM | hit rate 0.78% among 330,000 | AID 602340;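 active means mean ATP rescue above about 67%, or every replicate alone reaching that limit, limit read from the data, passing the limit was not always enough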;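 further: myotubes were challenged with 10 µM simvastatin during compound exposure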
# PGC1a acetyl inh: modulators of PGC1a acetylation; U2OS PGC1a acetylation, AlphaScreen anti-acetyl-lysine; with virally co-expressed GCN5 acetyltransferase; inhibition, % at 15.6 µM; AID 651687; hit rate 0.17% among 350,000;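 active means every replicate shows inhibition of at least 40%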;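 further: 0% = neutral control wells and 100% = positive control wells; some results beyond the cut were filed as inactive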
# PglD inh: inhibitors of Campylobacter jejuni PglD acetyltransferase; purified PglD enzyme, DTNB colorimetric CoA detection; inhibition, % at 12.5 µM; hit rate 0.098% among 360,000; AID 602405; in the data active means inhibition above about 16%, passing the limit was not always enough; further: strong numbers were not always called active
# * = called active by the depositor; . = no result given; & = joins results of further samples; [ ] = dose if it differs, or a comment.
SMILES,miR122 inh,FN deposition inh,F508del corr,Cneo AK release,INS-1E GSIS act,Statin myotox sup,PGC1a acetyl inh,PglD inh
CCC(C#CCN1CCCCC1)(CC)OCCC#N,0,.,.,1,.,4,3,-2
COC(=O)c1ccccc1NC(=O)c1cncc(Br)c1,7,1,.,3,.,4,0,4
COC(=O)c1c(C)[nH]c(C(=O)C(C)OC(=O)c2c(C)noc2C)c1C (stereo not drawn),-12,-7,5.7,0,12,9,7,2
CCCNC(=O)[C@H]1[C@H](CO)[C@H]2Cn3c(cccc3=O)[C@@H]1N2C(=O)C1CCCC1,-7[16.7 µM],.,-1.0,-4,16,-11,.,3
O=C(NC[C@@H]1[C@@H](c2ccccc2)[C@@H](CO)N1C(=O)C1CCC1)NC1CCCC1,14[16.7 µM],5,-0.7,0,9,0,9,-2
C[C@@H]1CCCCO[C@@H](CN(C)CC2CCCCC2)[C@H](C)CN([C@H](C)CO)C(=O)c2cc(NC(=O)Nc3cccc4ccccc34)ccc2O1,-30[16.7 µM],.,4.5,1,-17,.,-7,10
C#CCOCCOCCOCCNc1nc(N2CCOCC2)nc(N2CCN(C(=O)CCCCCCCCCCNC(=O)[C@@H]([C@H](C)CC)n3cc(CCCCCN)nn3)CC2)n1,-7,-4,-2.4,-1,25,99*,-9,-1
CC(=O)N(C)C[C@H]1Oc2cc(-c3ccccc3F)ccc2S(=O)(=O)N([C@H](C)CO)C[C@@H]1C,-3[16.7 µM],2,2.1,0,10,-6,19,3
C[C@H](CO)N1C[C@H](C)[C@@H](CN(C)Cc2ccccc2)OCCCC[C@H](C)Oc2ccc(NS(=O)(=O)c3cccs3)cc2C1=O,-1[16.7 µM],-9,-0.4,3,3,.,-1,10
CC(Oc1ccc(C#N)cc1)C(=O)N1CC=C(c2ccccc2)CC1 (stereo not drawn),-2,2,0.4,2,15,-6,2,1
CC(C)NC(=O)Nc1ccc2c(c1)C(=O)N([C@@H](C)CO)C[C@H](C)[C@@H](CN(C)Cc1ccc(-c3ccccc3)cc1)O2,3[16.7 µM],.,-5.7,10,-16,-6,2,5
Cc1cccn2c(=O)c3cc(C(=O)NC4CCS(=O)(=O)C4)n(Cc4ccccc4)c3nc12 (stereo not drawn),-8,10,2.0,1,4,9,-2,-2
CC(C)OC(=O)C(C#N)c1nc2ccccc2nc1N1CCCC1 (stereo not drawn),0,.,.,-11,.,-4,-5,1
CCOc1ccc(C(C)=O)cc1COC(=O)CNC(=O)c1cccs1,2,-13,-0.3,2,26,3,-6,1
CC(C)C(=O)Nc1ccc(NC(=O)c2ccc3c(c2)OCO3)cc1,2,0,3.0,1,1,-26,0,-7
O=[N+]([O-])c1c(C(Cl)Cl)nn(-c2ccccc2)c1N1CCOCC1,-3,-4,-0.6,-1,23,-6,0,4
C[C@@H]1CN([C@@H](C)CO)C(=O)CCCn2nncc2CO[C@H]1CN(C)S(=O)(=O)c1ccc(Oc2ccccc2)nc1,-7,8&-2,-5.6&4.0,2&-3,0,4&-2,-2&4,-1&0
Cc1cccc(-c2ccc([C@H]3[C@@H](CO)N4CCCCN(S(=O)(=O)c5cccc(C)c5)C[C@H]34)cc2)c1,1[16.7 µM],.,-3.4,12,15,.,-5,3
NS(=O)(=O)c1ccc(CNC(=O)COc2ccc3c4c(c(=O)oc3c2)CCCC4)cc1,-3,-9,2.1,-2,-7,17,2,2
CCOC(=O)CC1CCCCN1C(=O)CCCn1nnnc1CN1CCC(C)CC1 (stereo not drawn),.,1,1.1,3,2,.,4,0
C[C@@H]1CN([C@H](C)CO)C(=O)c2cc(NC(=O)Cc3cn(C)c4ccccc34)ccc2O[C@@H]1CN(C)C,27[16.7 µM],.,-0.1,5,13,1,-7,-10
COc1cc(OC)cc(-c2nc(-c3cc4cc(C)ccc4nc3OC)no2)c1,-7,.,.,0,0,8,7,0
CCOc1ccc(N2CC(C(=O)NC3CCCCCC3)CC2=O)cc1 (stereo not drawn),-13,12,-0.8,2,-1,-3,-4,0
CS(=O)(=O)N1[C@H](C#N)[C@H](c2ccc(C#CC3CCCCC3)cc2)[C@@H]1CO,.,-1,-0.9,-5,1,-4,12,0
O=C(O)[C@H]1[C@H](CO)[C@H]2Cn3c(ccc(-c4ccccc4F)c3=O)[C@H]2N1Cc1ccccc1,1[16.7 µM],-17,2.5,0,3,9,-2,-4

# 4 compounds already listed, ordered by molecular weight, ascending.
SMILES,miR122 inh,FN deposition inh,F508del corr,Cneo AK release,INS-1E GSIS act,Statin myotox sup,PGC1a acetyl inh,PglD inh
CCCNC(=O)[C@H]1[C@H](CO)[C@H]2Cn3c(cccc3=O)[C@@H]1N2C(=O)C1CCCC1,-7[16.7 µM],.,-1.0,-4,16,-11,.,3
O=C(O)[C@H]1[C@H](CO)[C@H]2Cn3c(ccc(-c4ccccc4F)c3=O)[C@H]2N1Cc1ccccc1,1[16.7 µM],-17,2.5,0,3,9,-2,-4
C[C@@H]1CN([C@H](C)CO)C(=O)c2cc(NC(=O)Cc3cn(C)c4ccccc34)ccc2O[C@@H]1CN(C)C,27[16.7 µM],.,-0.1,5,13,1,-7,-10
C[C@H](CO)N1C[C@H](C)[C@@H](CN(C)Cc2ccccc2)OCCCC[C@H](C)Oc2ccc(NS(=O)(=O)c3cccs3)cc2C1=O,-1[16.7 µM],-9,-0.4,3,3,.,-1,10

# An excerpt of these results, with values under each structure.
# The line under a structure holds: miR122 inh, FN deposition inh, F508del corr, Cneo AK release, INS-1E GSIS act, Statin myotox sup, PGC1a acetyl inh, PglD inh
- CCOc1ccc(C(C)=O)cc1COC(=O)CNC(=O)c1cccs1
    2, -13, -0.3, 2, 26, 3, -6, 1
- C[C@H](CO)N1C[C@H](C)[C@@H](CN(C)Cc2ccccc2)OCCCC[C@H](C)Oc2ccc(NS(=O)(=O)c3cccs3)cc2C1=O
    -1[16.7 µM], -9, -0.4, 3, 3, ., -1, 10

# Next records:
SMILES,miR122 inh,FN deposition inh,F508del corr,Cneo AK release,INS-1E GSIS act,Statin myotox sup,PGC1a acetyl inh,PglD inh
COc1cc(C)c(Cl)cc1S(=O)(=O)NCC1CCCO1 (stereo not drawn),85,.,.,0,12,.,3,0
O=C(CNC(=O)c1ccco1)N/N=C/c1c[nH]c2ccccc12,0,12,0.9,0,17,-3,0,-4
C[C@@H]1CCCCO[C@H](CN(C)S(=O)(=O)c2ccccc2)[C@@H](C)CN([C@@H](C)CO)C(=O)c2cc(NC(=O)Nc3ccc(C(F)(F)F)cc3)ccc2O1,3[16.7 µM],-14,3.7,8,4,.,7,2
Cc1noc(C)c1S(=O)(=O)N(C)C[C@H]1OCCCC[C@H](C)Oc2ccc(NC(=O)Nc3ccc4c(c3)OCO4)cc2C(=O)N([C@H](C)CO)C[C@@H]1C,-12[16.7 µM],.,-1.1,-5,-3,.,-12,3
Cc1cc2cc(CNC(=O)CC(C)C)ccc2n1C,-6,-1,.,-1,.,2,3,-2
COc1ccccc1C#Cc1ccc2c(c1)O[C@@H](CN(C)Cc1ccncc1)[C@H](C)CN([C@@H](C)CO)S2(=O)=O,-8[16.7 µM],.,2.5,7,-9,-74,44,-1
Cc1cccc(Nc2nc(N)c([N+](=O)[O-])c(N3CC(C)OC(C)C3)n2)c1 (stereo not drawn),6,3,-0.2,-4,-18,19,-15,-12
CS(=O)(=O)Nc1ccc2c(c1)[C@H]1C[C@@H](CC(=O)NCc3ccccc3)O[C@H](CO)[C@H]1O2,-1[16.7 µM],7,-2.0,56,1,-6,7,-2
O=C1CNC[C@H]2[C@@H](c3ccc(C#CC4CCCC4)cc3)[C@H](CO)N12,.,6,-2.5,.,0,.,-6,.
CCCNC(=O)CN1CCN(c2cc3ccccc3c(Cl)n2)CC1,6,1,-1.5,1,12,4,11,2
C[C@H]1CN([C@@H](C)CO)C(=O)c2cccc(NC(=O)c3cnccn3)c2O[C@H]1CN(C)Cc1ccncc1,4[16.7 µM],2,3.5,-2,17,-5,-2,-1
CC1CCCCC1NC(=O)COC(=O)c1ccc2c(=O)n3c(nc2c1)CCC3 (stereo not drawn),.,-8,-1.9,0,7,1,.,0
O=C(NCCc1ccc(Cl)cc1)c1ncn[nH]1,-8,.,.,0,.,0,-9,4
Cc1cc(C)c(NC(=O)C2C3/C=C\CCCCC32)c(C)c1 (stereo not drawn),5,-3,.,0,.,3,5,3
C[C@H]1CCCCO[C@H](CN(C)C(=O)NC2CCCCC2)[C@@H](C)CN([C@@H](C)CO)C(=O)c2cc(NC(=O)Nc3ccccc3)ccc2O1,-6[16.7 µM],13,-1.2,2,2,.,14,-2
C[C@@H]1CN([C@H](C)CO)C(=O)c2cc(NC(=O)Nc3ccccc3)ccc2O[C@H]1CN(C)CC1CCCCC1,-1[16.7 µM],-1,-1.9,2,-7,-10,-2,-4
COc1ccc2c(c1)c(=O)cc(-c1ccccc1)n2C,9,17,.,0,.,-7,-4,1
O=C(NC(=S)N1CCN(c2ccccc2)CC1)c1ccco1,.,-44,-4.6,3,-30,-2,.,-1
CCOP(=O)(OCC)C(Nc1ccccc1)c1ccc2c(c1)OCO2 (stereo not drawn),.,-5,-1.2,.,3,.,1,.
C[C@@H]1CN([C@H](C)CO)C(=O)c2cc(NC(=O)Cc3cn(C)c4ccccc34)ccc2O[C@H]1CN(C)Cc1ccccc1,-6[16.7 µM],.,2.0,-61,-9,40,.,0
O=C(CN1CCN(c2ccccn2)CC1)Nc1cccc(C(F)(F)F)c1,-6,5,.,12,.,3,-5,2
CN(C)Cc1cc(C(F)(F)F)ccc1C(O)(c1ccccc1)c1ccccc1,.,-9,5.5,1,-23,-16,-20,6
Cc1cc(C(=O)Nc2cccc(O)c2)c(C)o1,-4,.,.,-2,57*,1,1,-3

# An unsorted share of the library. Share with any hit: about 2.1%.
